# Source: PubChem BioAssay
# TbREL1 inh: TbREL1 inhibition, primary screen; P86926; TbREL1 RNA ligation, FRET fluorescence; inhibition, % at 9.66 µM; 0.49% of 89,000 active;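 active = inhibition above the mean inhibition across all screened compounds plus 3 SD, cut at about 11% in these data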;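 also: 0% = plate median of test wells and 100% = NSC42067 control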
# Target sequence (P86926 whole entry, looked up): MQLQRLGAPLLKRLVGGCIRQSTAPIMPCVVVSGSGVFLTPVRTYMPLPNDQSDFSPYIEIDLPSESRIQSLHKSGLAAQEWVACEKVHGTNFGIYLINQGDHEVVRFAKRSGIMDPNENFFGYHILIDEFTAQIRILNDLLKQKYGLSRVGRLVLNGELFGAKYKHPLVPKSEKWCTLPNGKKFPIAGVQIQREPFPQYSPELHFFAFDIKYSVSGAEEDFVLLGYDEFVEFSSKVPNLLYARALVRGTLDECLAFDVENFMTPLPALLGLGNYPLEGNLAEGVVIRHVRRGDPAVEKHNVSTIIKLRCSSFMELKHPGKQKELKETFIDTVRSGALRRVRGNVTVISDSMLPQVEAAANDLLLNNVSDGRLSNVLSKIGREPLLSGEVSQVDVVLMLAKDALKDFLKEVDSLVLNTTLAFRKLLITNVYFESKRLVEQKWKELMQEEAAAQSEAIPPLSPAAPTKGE
# Active calls of the source: *.
mol,TbREL1 inh
O=C1CCC/C=C\C[C@@H](CC(=O)N(CCO)Cc2ccccc2)C(=O)N2CCC[C@H]2CO1,1
CC(C)c1nnc(NC(=O)CCS(=O)(=O)c2nc(-c3cccs3)cc(C(F)(F)F)n2)s1,0
O=C(NC1CCCC1)C1CCCN1C(=O)Nc1ccccc1Cl (stereo unspecified),1
O=C(O)c1nn(CCOc2ccccc2F)c(=O)c2ccccc12,1
O=C(OCC(=O)N1CCCC1)c1cc2c(cc1[N+](=O)[O-])OCCO2,0
COc1ccccc1NC(=O)C(C)Nc1ccc(C)c(Cl)c1 (stereo unspecified),-2
CC1(NC(=O)CC(c2ccccc2)(c2ccccc2)c2ccccc2)CCN(Cc2ccc(-c3ccccc3)cc2)C1=O (stereo unspecified),2
CS/C(=N\N(C)C(N)=O)c1ccccc1,0
COc1ccc(CCNC(=O)COC(=O)c2ccccn2)cc1,1
COc1ccc(CC(=O)Nc2cccc(-c3ccc4nnc(C)n4n3)c2)cc1,2
Cc1ccc(-c2cc(C(=O)O)c3sc(N4CCCCC4)nc3n2)cc1,3
Cc1ccc(S(=O)(=O)Cn2nnnc2C(c2ccccc2)N2CCN(c3ccccc3)CC2)cc1 (stereo unspecified),-2
CC(C)(C)C(=O)Nc1cc(C(F)(F)F)ccc1N1CCOCC1,-1
CCN(CC)C(=O)c1cncc(C(=O)N(CC)CC)c1-c1ccccc1,-1
COc1ccc(N2CC(NS(=O)(=O)c3ccc4ccccc4c3)CC2=O)cc1OC (stereo unspecified),5
Cc1c(NC(=O)c2cc(-c3ccc(Br)cc3)on2)c(=O)n(-c2ccccc2)n1C,0
CC(=O)Nc1ccc(NC(=O)C(C)N2CCN(S(=O)(=O)c3ccc(C)cc3)CC2)cc1 (stereo unspecified),1
N#Cc1ccccc1S(=O)(=O)N1CCN(C(=O)CN2C(=O)NC3(CCCC3)C2=O)CC1,-1
O=C(CCSCc1ccccc1Cl)N1CCN(c2ccccn2)CC1,-2
CC(=O)NC12CC3CC(C1)CC(C(=O)N(C)Cc1cccc(Cl)c1Cl)(C3)C2,-3

# Random excerpt: 2 entries already listed
mol,TbREL1 inh
Cc1c(NC(=O)c2cc(-c3ccc(Br)cc3)on2)c(=O)n(-c2ccccc2)n1C,0
Cc1ccc(S(=O)(=O)Cn2nnnc2C(c2ccccc2)N2CCN(c3ccccc3)CC2)cc1 (stereo unspecified),-2

# (more compounds)
mol,TbREL1 inh
CC(Nc1cc(=O)n(C)c(=O)n1C)c1ccccc1 (stereo unspecified),0
CN(CC(=O)Nc1ccc(Cl)c(C(F)(F)F)c1)C(=O)c1ccccc1SCC(=O)N1CCCC1,0
CC1(C)CC(=O)C(C(c2ccncc2)C2C(=O)CC(C)(C)CC2=O)C(=O)C1,4
Cc1ccccc1-c1noc(C23CC4CC(CC(C4)C2)C3)n1,4
O=C1O[C@@H](c2ccccc2)C[C@@H](O)[C@H](O)CCc2ccccc21,2
CCCCCCN1C[C@@H](O)[C@H](n2cc(-c3ccc(F)cc3)nn2)C[C@@H]1c1ccc(C)cc1,1
O=C(/C=C/c1cccc([N+](=O)[O-])c1)Nc1cc(C(=O)O)cc(C(=O)O)c1,2
O=C(O)COc1ccc(S(=O)(=O)NCCc2ccccc2)cc1,-1
COc1cccc(/C=C2\SC(N3CCC(C)CC3)=NC2=O)c1OC,4
O=C(C1CCC(CNS(=O)(=O)c2cccs2)CC1)N1CCCCC1 (stereo unspecified),-3
CCN1CCN(Cc2nc(N)nc(Nc3ccc(C)c(C)c3)n2)CC1,0
CCCCN(CC)Cc1c(O)ccc2c3c(c(=O)oc12)CCC3,0
Cc1ccc(NC(=O)CCC(=O)NNC(=O)Nc2cccc(Cl)c2)c(C)c1,2
Nc1[nH]c(C(=O)c2ccccc2)c(-c2ccc(Cl)cc2)c1C(=O)NCCC1=CCCCC1,-2
O=S1(=O)CC(N2CCCCC2)CN1Cc1cn(Cc2ccc(C(F)(F)F)cc2)nn1 (stereo unspecified),-3
CC(C)(C)NC(=O)[C@@H](c1cccnc1)N(C(=O)c1ccco1)c1ccc(C(C)(C)C)cc1,11
CCOC(=O)[C@]12CCCC=C1N(Cc1ccc(OC)cc1)C(=O)[C@@H]2CC(=O)NCCc1ccccc1OC,-6
Cc1ccc(NC(=O)COc2cccc3c2OC(C)(C)C3)c(O)c1,-1
COCCCNC(=O)C(C#N)c1nc2ccccc2nc1N1CCN(Cc2ccccc2)CC1 (stereo unspecified),-4
CN(CC(=O)Nc1ccccc1Br)C(=O)c1ccccc1Cc1ccccc1,2
CCOC(=O)C(Cc1ccccc1)P(=O)(OCC)OCC (stereo unspecified),-2
CCCC1CCC2(CC1)CCC2OC(=O)Nc1ccc(F)cc1 (stereo unspecified),-1
Cc1ccc(C)c(NC(=O)C2CC(=O)N(C3CCCCC3)C2)c1 (stereo unspecified),-2
NCCC(=O)Nc1ccc(Cl)cc1C(=O)c1ccc[nH]1,2
COc1cc(NC(=O)c2ccccc2)c(C)cc1NC(=O)CSc1nnc(-c2ccccc2F)n1-c1ccc(C)cc1,-1
O=C(Nc1sc2c(c1C(=O)O)CCCC2)c1cccs1,0
COc1ccnc(CSC(N)=Nc2ccccc2OC)c1,4
CC12CN3CC(C)(CN(C1)C3c1cc(Br)ccc1O)C2=O (stereo unspecified),0
NC(=S)Nc1c(Cl)cccc1Cl,-2
C=CCN1C(=NC(=O)CCC)SC2CS(=O)(=O)CC21 (stereo unspecified),1
Cc1nn(Cc2ccccc2Cl)c(C)c1NC(=O)/C=C/c1cnn(C)c1,-4
CC1CC(C)(C)NC(=S)N1CCCC(=O)N1CCN(c2ccc(F)cc2)CC1 (stereo unspecified),1
O=C(c1ccc(-c2ccccc2Cl)o1)N1CCCC(C(F)(F)F)C1 (stereo unspecified),1
COc1cc(NS(=O)(=O)c2ccc(NC(=S)NC(=O)c3ccc(F)c(F)c3)cc2)nc(OC)n1,0
Cc1ccc(S(=O)(=O)C2(C(=O)Nc3ccc(C(C)C)cc3)CC2)cc1,-2
CSc1ccc(CN(C)C(=O)CN2C(=O)NC3(CCCC3)C2=O)cc1,-1
CCOC(=O)c1cnc2cc(C)ccn2c1=O,-1
CCOC(=O)c1sc(NC(=O)CSc2nc3c(cc2C#N)CCCCCC3)c(C#N)c1C,0
CCOC(=O)N1CCN(C(=S)NC(=O)c2cncc(Br)c2)CC1,1
C=CC(=O)N1c2ccccc2Sc2ccc(NC(=O)OCC)cc21,-2
CC1CCCCC1NC(=O)C1CCC(CNS(=O)(=O)c2ccc(F)cc2)CC1 (stereo unspecified),1
COc1ccc([C@H]2CC(=O)C=C(c3ccc(F)cc3OCc3ccccc3)C2)cc1,2
CCn1c(SCC(=O)N2CCOCC2)nc2c([nH]c3ccccc32)c1=O,2
Cc1nc(N[C@@H](Cc2ccccc2)C(=O)O)c2oc3ccccc3c2n1,-1
COc1cccc(NC(=O)CN2C(=O)CSc3ccc(S(=O)(=O)N4CCC(C)CC4)cc32)c1,3
Cc1cccc(NC(=O)c2cc(Cl)ccc2[N+](=O)[O-])c1,2
O=C(NCc1ccco1)C1CCCN(S(=O)(=O)c2cccc3cccnc23)C1 (stereo unspecified),2
COc1ccc(CC(=O)Nc2nc(C)cs2)cc1S(=O)(=O)N1CCOCC1,4
COc1ccc(C(=O)NNC(=O)CSc2nc3c([nH]2)c(=O)n(C)c(=O)n3C)cc1,0
Cc1ccccc1N(CC(=O)Nc1ccc(F)cc1)S(C)(=O)=O,3
C=C(C)C(=O)Nc1cccc(C2=NOC3(C2)C[C@@H](C(N)=O)N(C(=O)/C(C)=C/C)C3)c1 (stereo partly specified),-1
COC(=O)N[C@@H]1C[C@H]2[C@@H]3CC[C@H]4C[C@@H](OC)CC[C@]4(C)[C@H]3CC[C@]12C,5
COc1ccccc1NC(=O)c1cc(C(=O)Nc2ccccc2OC)cc(N2C(=O)CCC2=O)c1,-1
CCCCn1c(N)c(N(Cc2ccccc2OC)C(=O)C2=COCCO2)c(=O)[nH]c1=O,4
CCOC(=O)c1c(NC(=O)Cn2nc([N+](=O)[O-])c(Br)c2C)sc2c1CCC(C)C2 (stereo unspecified),2
CCCn1nnc(NC(=O)COc2ccc(Cl)cc2)n1,3
O=C(COC(=O)/C=C/c1cccc(C(F)(F)F)c1)NC1CCS(=O)(=O)C1 (stereo unspecified),1
Cc1ccccc1NC(=O)Cn1nnc(-c2ccncc2)n1,2
Cc1cc(=O)nc2c3ccccc3n(C(C)C(=O)NCCC(C)C)n12 (stereo unspecified),1
O=C(Nc1cccc(C(F)(F)F)c1)Nn1cnnc1,4

# Next section:
mol,TbREL1 inh
COc1cc(C#Cc2c(-c3cncn3C)n(C)c3ccc(-c4cnc(OC)nc4)cc23)cc(OC)c1,0
CCOCCCNC(=O)c1ccc(Cn2c(=O)[nH]c3ccsc3c2=O)cc1,0
O=C(Nc1nc(-c2ccc(S(=O)(=O)N3CCCC3)cc2)cs1)c1cccs1,1
O=[N+]([O-])c1cccc(OCCN2CCC(Cc3ccccc3)CC2)c1,4
N#CC(c1ccc(Cl)cc1)(c1ncc(C(F)(F)F)cc1Cl)N1CCOCC1 (stereo unspecified),-3
COC(=O)C1C(O)=C(C=NCC(C)N=CC2=C(O)C(C(=O)OC)C(C)(C)CC2=O)C(=O)CC1(C)C (stereo unspecified),1
COC(=O)C1=CN(C)C=C(C(=O)OC)C1c1ccsc1,-4
COC(=O)[C@]12CCCCC=C1N(Cc1ccc(OC)cc1)C(=O)[C@@H]2CC(=O)NCCC(C)C,-2
Cc1cccc(-c2nnc(SCC(=O)Nc3ncccn3)n2C)c1,3
COc1ccc(NC(=O)c2sc(=O)n(Cc3ccc4ccccc4c3)c2C)cc1OC,-1
C[C@H](CO)N1C[C@H](C)[C@@H](CN(C)S(=O)(=O)c2cn(C)cn2)Oc2ccc(NC(=O)Cc3ccccc3)cc2C1=O,5
COc1ccc(CCC(C(O)C(F)(F)F)S(=O)c2ccccc2)cc1 (stereo unspecified),-1
CCOC(=O)C1=C(CS(=O)(=O)c2ccccc2)NC(=O)NC1c1ccc(O)c(OC)c1 (stereo unspecified),-2
O=C(NC1CC1)C1=C[C@H](c2ccc3c(c2)OCO3)C[C@H](OCc2ccc(CO)cc2)O1,-4
CCCCn1nc(C(=O)NCC(=O)Nc2c(C)cccc2C)c2ccccc2c1=O,-3
CCc1ccc(NC(=O)C2CCCN2S(=O)(=O)c2ccc3c(c2)C(C)(C)C(=O)N3C)cc1 (stereo unspecified),1
O=C(NN1C(=O)c2ccccc2NC1c1ccccn1)c1ccccc1 (stereo unspecified),5
COc1ccc(-c2nc3ccccn3c2NC2CCCCC2)cc1SC1CCCCC1,0
CC(C)(C)NC(=O)C1CCN(C(=O)c2ccc(-c3ccccc3)cc2)CC1,3
C/C(=N\NC(=O)Cc1ccccc1)c1ccc(Cl)s1,3
CCN(CC)c1ccc(CN2CCCCCC2)cc1,0
Cc1ccc(C(=O)NN2C(=O)CSC2=S)cc1,-4
CCOC(=O)c1c(-n2cnnn2)sc2c1CCCC2,0
COc1ccccc1NC(=O)COc1ccc(C(=O)OCC(=O)NC(C)(C)C)cc1OC,0
O=C(NCCc1ccccc1)c1ccc(CS(=O)Cc2cccc(Cl)c2)o1 (stereo unspecified),-1
O=C(CSc1ncccn1)N/N=C/c1cccc([N+](=O)[O-])c1,0
Fc1ccc(-c2[nH]ncc2CN2CCN(c3ccc(F)cc3)CC2)cc1,1
COc1ccccc1CNc1nc(Nc2ccccc2Cl)c2sccc2n1,0
O=C(O)c1cccc(Cn2cc(Br)cn2)c1,3
Cc1cccn2c(=O)c(/C=C(\C#N)C(=O)NC3CCS(=O)(=O)C3)c(Oc3ccc(F)cc3)nc12 (stereo unspecified),1
COc1cc(C(=O)NC(=S)NCc2ccco2)cc(OC)c1OC,-5
CC(=O)Nc1cccc(OCCOc2cccc([N+](=O)[O-])c2)c1,4
Cn1c(CNC(=O)c2ccc(Cl)c(Cl)c2)nnc1SCC(=O)Nc1sc2c(c1C#N)CCCC2,-1
O=C1OCCC1Sc1nc2ccccc2n1Cc1ccccc1 (stereo unspecified),1
CN1C(=O)NC(NC(=O)c2cccs2)(C(F)(F)F)C1=O (stereo unspecified),0
COc1ccccc1/C=N/NC(=O)C(=O)N1CCN(c2ccccc2OC)CC1,0
COc1ccc(CCOC(=O)c2ccc(N)c([N+](=O)[O-])c2)cc1,3
O=C1c2ccccc2C(=O)N1CCCCN(C(=O)c1cc([N+](=O)[O-])ccc1Cl)c1ccc(Cl)cc1,-1

# In the list so far, these have a thiophene ring, fused or not:
mol,TbREL1 inh
CC(C)c1nnc(NC(=O)CCS(=O)(=O)c2nc(-c3cccs3)cc(C(F)(F)F)n2)s1,0
O=C(C1CCC(CNS(=O)(=O)c2cccs2)CC1)N1CCCCC1 (stereo unspecified),-3
O=C(Nc1sc2c(c1C(=O)O)CCCC2)c1cccs1,0
CCOC(=O)c1sc(NC(=O)CSc2nc3c(cc2C#N)CCCCCC3)c(C#N)c1C,0
CCOC(=O)c1c(NC(=O)Cn2nc([N+](=O)[O-])c(Br)c2C)sc2c1CCC(C)C2 (stereo unspecified),2
CCOCCCNC(=O)c1ccc(Cn2c(=O)[nH]c3ccsc3c2=O)cc1,0
O=C(Nc1nc(-c2ccc(S(=O)(=O)N3CCCC3)cc2)cs1)c1cccs1,1
COC(=O)C1=CN(C)C=C(C(=O)OC)C1c1ccsc1,-4
C/C(=N\NC(=O)Cc1ccccc1)c1ccc(Cl)s1,3
CCOC(=O)c1c(-n2cnnn2)sc2c1CCCC2,0
COc1ccccc1CNc1nc(Nc2ccccc2Cl)c2sccc2n1,0
Cn1c(CNC(=O)c2ccc(Cl)c(Cl)c2)nnc1SCC(=O)Nc1sc2c(c1C#N)CCCC2,-1
CN1C(=O)NC(NC(=O)c2cccs2)(C(F)(F)F)C1=O (stereo unspecified),0

# Not all compounds are listed, so the mix of outcomes need not match the whole.
